TrxR1 substrate: substrates of rat thioredoxin reductase 1. purified TrxR1 substrate turnover, NADPH consumption readout. Potency, µM (titrated, usually from 114 µM), for inactives: at the highest dose activity change, negative = substrate turnover. AID 588456. actives 0.01% (n = 390,000). O89049; also: % is scaled to controls: 0 for no effect and ±100 for the full control effect; nearly all actives have a fitted effect of over 50% in size
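Rat TrxR1, dispensed at 90 nM, was prereduced with 400 uM NADPH (final) for 5 min at ~22 deg C, then incubated with compound 15 min before 400 uM selenite. A first-read NADPH fluorescence drop versus no-compound background flagged substrates.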
USP1-UAF1 inh: inhibitors of human USP1/UAF1 deubiquitinase | recombinant USP1/UAF1, Ub-Rhodamine cleavage fluorescence | O94782 | actives 0.23% (n = 390,000) | Potency, µM (doses to about 57.1 µM), inactives show at the highest dose activity change, negative = inhibition, hits mostly inhibitors; also: % is scaled to controls: 0 for no effect and ±100 for the full control effect; nearly all actives have a fitted effect of over 60% in size; inactives centre near -12
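High-throughput fluorogenic screen: 1nM USP1/UAF1 complex, Ub-Rho substrate 150nM final, 50mM HEPES pH 7.8 with 0.5mM EDTA, 0.1 mg/ml BSA, 1mM TCEP and 0.01% Tween-20.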
ALOX12 inh: inhibitors of human 12S-lipoxygenase ALOX12. P18054. purified 12hLO, xylenol orange hydroperoxide absorbance. Potency, µM (highest dose often 108 µM), inactives show at the highest dose activity change, negative = inhibition, usual class: inhibitors. actives 1.1% (n = 580,000). AID 1671190; also: % is scaled to controls: 0 for no effect and ±100 for the full control effect
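Purified human 12hLO at 150 nM in 25 mM Hepes, 0.01% Triton X-100, pH 7.0, preincubated 15 min at room temperature with compound. Reaction started with 40 uM arachidonic acid, 30 min at room temperature. Hydroperoxide measured by Fe-xylenol orange, 573/405 nm absorbance ratio.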
mIDH1 inhibitor: human IDH1 R132H inhibition | IDH1-R132H enzyme, NADPH consumption, diaphorase/resazurin fluorescence | Potency, µM (series often up to 76.6 µM), without a hit: top-dose activity change, negative = inhibition, most hits filed as inhibitors | actives 0.093% (n = 390,000); also: % is scaled to controls: 0 for no effect and ±100 for the full control effect; nearly all actives have a fitted effect of over 65% in size
Target sequence (O75874 whole entry R132H, stated change not applied): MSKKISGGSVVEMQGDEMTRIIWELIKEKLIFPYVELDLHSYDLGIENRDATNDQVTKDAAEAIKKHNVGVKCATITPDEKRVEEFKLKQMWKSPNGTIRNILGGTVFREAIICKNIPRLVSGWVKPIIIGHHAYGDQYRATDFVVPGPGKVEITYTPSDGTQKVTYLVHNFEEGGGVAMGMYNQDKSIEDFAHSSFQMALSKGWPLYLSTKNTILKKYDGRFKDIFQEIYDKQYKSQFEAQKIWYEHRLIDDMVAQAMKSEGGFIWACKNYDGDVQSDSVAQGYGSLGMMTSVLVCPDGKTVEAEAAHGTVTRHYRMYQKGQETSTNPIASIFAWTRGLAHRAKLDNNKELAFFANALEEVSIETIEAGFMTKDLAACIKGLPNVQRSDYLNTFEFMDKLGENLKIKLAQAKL
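IDH1-R132H (0.5 ug/mL) preincubated 30 min with compound, then NADPH (0.016 mM) and alpha-KG (2 mM) added; 80 min at RT, pH 7.5. Remaining NADPH coupled via diaphorase/resazurin to fluorescence (540/590 nm); concentration-response curves normalized to no-enzyme control.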
RXFP1 agonist: agonists of human relaxin receptor RXFP1. Potency, µM (top dose mostly 57.5 µM), without a hit: at the top dose activation, most hits filed as activators. actives 0.3% (n = 370,000). Q9HBX9. HEK293T-RXFP1 cAMP TR-FRET, 30 min; response scale: percent of porcine relaxin response, buffer zero; also: % is scaled to controls: 0 for no effect and ±100 for the full control effect; nearly all actives have a fitted effect of over 60% in size; many of its hits are not listed in these tables
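HEK293T cells stably expressing RXFP1 were pretreated with the PDE4 inhibitor Ro 20174, exposed to compounds for 30 min at 37C, lysed, and cAMP was read by TR-FRET. Data normalized to buffer (basal) and 29 nM porcine relaxin (100%).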
Vif-A3G inh: Vif-A3G binding inhibition. Q9HC16. AID 602310. actives 0.076% (n = 410,000). Potency, µM (top dose mostly 46.1 µM), without a hit: at the highest dose activity, negative = active, most hits filed as inhibitors. HeLa A3G-eYFP + Vif (tagged APOBEC3G with the HIV-1 protein that degrades it), YFP fluorescence, overnight;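 also: % is scaled to controls: 0 for no effect and ±100 for the full control effect; nearly all actives have a fitted effect of over 60% in size; hits raise eYFP signal because A3G escapes Vif-driven loss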
Target sequence (Q9HC16 whole entry, looked up): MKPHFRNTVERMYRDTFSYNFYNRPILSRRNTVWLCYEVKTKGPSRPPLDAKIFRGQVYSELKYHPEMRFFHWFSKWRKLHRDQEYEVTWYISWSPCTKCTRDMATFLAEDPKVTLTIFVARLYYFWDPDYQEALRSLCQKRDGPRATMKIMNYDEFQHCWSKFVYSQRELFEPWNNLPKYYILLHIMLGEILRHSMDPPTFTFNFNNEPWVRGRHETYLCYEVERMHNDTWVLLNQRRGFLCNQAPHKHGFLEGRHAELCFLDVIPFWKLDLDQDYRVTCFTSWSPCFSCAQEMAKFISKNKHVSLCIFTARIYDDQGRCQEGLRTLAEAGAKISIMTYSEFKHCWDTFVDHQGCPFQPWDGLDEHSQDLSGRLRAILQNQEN
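HeLa cells stably expressing Vif and C-terminally eYFP-tagged A3G, seeded overnight at 37 deg C, then exposed to compound by pintool overnight at 37 deg C. Rise in yellow fluorescence (Ex 488/Em 500-530, Acumen) marks blocked Vif-driven A3G degradation.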
RGS4 inh: inhibitors of human regulator of G protein signaling 4; P49798; Transcreener GDP fluorescence polarization, RGS4-accelerated GTP hydrolysis; Potency, µM (highest dose often 114 µM), without a hit: top-dose activity change, negative = inhibition, usual class: inhibitors; actives 0.039% (n = 390,000); also: % is scaled to controls: 0 for no effect and ±100 for the full control effect; nearly all actives have a fitted effect of over 75% in size; some results filed as inactive show a strong effect at the top dose
Target sequence (P49798 whole entry, looked up): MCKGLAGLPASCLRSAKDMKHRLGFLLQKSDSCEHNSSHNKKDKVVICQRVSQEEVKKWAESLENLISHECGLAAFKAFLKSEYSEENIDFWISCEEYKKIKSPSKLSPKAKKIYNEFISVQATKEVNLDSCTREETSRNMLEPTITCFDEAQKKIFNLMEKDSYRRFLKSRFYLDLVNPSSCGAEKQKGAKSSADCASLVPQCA
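MLSMR compounds (23 nl, pin-transferred) preincubated 10 min at room temperature with a 500nM (2x) first reagent, then RGS4 at 900nM (2x) plus Transcreener GDP mix added; fluorescence polarization (620/688 nm) read before and after 90 min at 30 °C.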
TrxR1 inh: rat TrxR1 inhibition; Potency, µM (doses to about 114 µM), for the others: at the top dose activity change, negative = inhibition, actives largely listed as inhibitors; actives 1% (n = 390,000); O89049; recombinant rTrxR1, NADPH fluorescence consumption, selenite substrate; also: % is scaled to controls: 0 for no effect and ±100 for the full control effect; nearly all actives have a fitted effect of over 65% in size
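Rat TrxR1 (90 nM in the dispensed reagent) was pre-reduced with 400 uM NADPH for 5 min at room temperature, then incubated with compound for 15 min. After 400 uM selenite was added, NADPH fluorescence (Ex 340/Em 450 nm) was followed for 8 min.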
Vif-A3F inh: Vif-A3F binding inhibition; HeLa A3F-eYFP + Vif (tagged APOBEC3F with the HIV-1 protein that degrades it), YFP fluorescence increase; Potency, µM (doses to about 46.1 µM), for the others: top-dose activity, negative = active; AID 602313; actives 0.2% (n = 390,000); also: % of control where 0% means no effect; nearly all actives have a fitted effect of over 65% in size
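HeLa cells stably expressing A3F-eYFP plus Vif, plated and incubated overnight at 37 deg C, then exposed to compounds overnight at 37 deg C. Blocked degradation read as raised yellow fluorescence (Ex 488/Em 500-530).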
* = called active by the depositor; u = inconclusive; x = not tested or not shown; & = joins results of further samples; [ ] = remark or other dose. Calls follow the shape of the dose curve; as a rule, active = well fitted curve in the direction sought with a large enough effect; inconclusive = small, poorly fitted or top-dose-only effect, or another doubt; inactive = no such curve, though single readings can be large; an effect the other way counts as inactive or inconclusive. Potency is read from the fitted curve at half-maximal effect.

nr	canonical_smiles	TrxR1 substrate	USP1-UAF1 inh	ALOX12 inh	mIDH1 inhibitor	RXFP1 agonist
1	Cc1ccc(/C=N/N=C/c2ccc(C)cc2)cc1	0.9%	-6.2%	-12.5%	6.5%	0.8%
2	Cn1c(Nc2ccc(F)cc2)nc2ccccc21	6.4%	-21.8%	20.4%	6.6%	-1.6%
3	CNC(=O)CSc1nc2nc(C)cc(C)n2n1	-1.4%	-4.5%	188.0%[activator]	0.1%	1.8%
4	C[C@@H]1CN([C@@H](C)CO)C(=O)CCCn2nncc2CO[C@@H]1CN(C)C(=O)c1ccc2ccn(C)c2c1	x	-24.3%	u	-4.5%	x
5	O=C(NCCCN1CCCC1=O)c1c(O)nc2ccccn2c1=O	1.5%	-20.9%	-10.6%	-2.5%	u
6	O/C=c1\ccc2cccc3nc(C(F)(F)F)nc1c23	-15.8%	22.4µM*	0.0%	11.4%	9.0%
7	CCOc1cccc(C(c2c(C)n(C)n(-c3ccccc3)c2=O)c2c(C)n(C)n(-c3ccccc3)c2=O)c1OC	3.2%&-6.4%	-17.2%&-3.3%	8.0%&0.0%	-7.1%&-3.7%	-3.4%&2.1%
8	NC(=O)C1(NC(=O)[C@@H]2CC3(CC(c4cccc(NC(=O)[C@@H]5CCC(=O)N5)c4)=NO3)CN2C(=O)Cc2ccc(Cl)cc2)CC1 (some centres not stated)	0.2%[57.1 µM]	-26.0%	-8.6%	-10.3%	-3.3%
9	COC(=O)c1ccc(NC(=O)CC2C(=O)N(c3cccc(OC)c3)C(=O)N2Cc2ccco2)cc1 (configuration not stated)	-5.0%	-23.2%	-23.3%	0.0%	1.3%
10	CCC(C)NC(=O)Cn1c(=O)n(CCCC(=O)NCc2ccccc2Cl)c(=O)c2ccccc21 (configuration not stated)	5.9%[57.1 µM]	-15.1%	5.9%	5.5%	2.4%

nr	Vif-A3G inh	RGS4 inh	TrxR1 inh	Vif-A3F inh
1	-3.1%	u	4.3%	2.7%
2	-1.1%	4.0%	21.3%	9.1%
3	2.9%	4.7%	1.6%	3.0%
4	-1.6%	x	x	-5.8%
5	-0.8%	-7.1%	32.8%	12.8%
6	9.1%	u	u	u
7	3.9%&-8.7%	u	12.1%&-8.4%	8.5%&-3.7%
8	0.1%	-14.4%	15.5%[57.1 µM]	1.7%
9	3.2%	15.5%	-8.6%	1.6%
10	-11.4%	-0.8%	3.4%[57.1 µM]	-2.5%

New compounds follow
nr	canonical_smiles	TrxR1 substrate	USP1-UAF1 inh	ALOX12 inh	mIDH1 inhibitor	RXFP1 agonist
11	CSc1nc(-c2ccccc2)nn1S(=O)(=O)c1ccc(Cl)cc1	4.1%[57.1 µM]	-4.3%	u	-0.4%	-2.2%
12	O=c1[nH]c(N2CCCCC2)nc2ncn(Cc3ccccc3)c12	6.5%	-19.9%	14.7%	1.8%	4.9%
13	COc1ccc(CCNC(=O)Cn2ncc3c(=O)oc4ccccc4c32)c(OC)c1	-3.8%	u	-22.6%	-3.2%	1.7%
14	CCOc1ccc2nc(SCC(=O)Nc3ccc4[nH]c(=O)[nH]c4c3)[nH]c2c1	-12.6%	-5.4%	-22.3%	4.9%	0.7%
15	Cc1ccc(CN2C(=O)C3(c4ccccc42)N(c2cccc(F)c2)C(=O)CS3(=O)=O)cc1 (configuration not stated)	-7.0%	-31.6%	-11.3%	-6.6%	7.2%
16	CC1(C)Oc2ccc3ccc(=O)oc3c2[C@@H](O)[C@H]1O	87.0%[activator][57.1 µM]	-1.9%	2.1%	-10.1%	0.3%
17	COCCn1c(C)cc(C(=O)COC(=O)C23CC4CC(CC(O)(C4)C2)C3)c1C	1.7%[57.1 µM]	-4.8%	0.0%	3.4%	1.5%
18	CCN(c1ccc(OCC(=O)OCC(=O)c2c(N)n(C)c(=O)n(C)c2=O)cc1)S(=O)(=O)c1ccccc1	-2.4%	-6.4%	-5.2%	-0.1%	6.8%
19	CCOc1ccc2oc(=O)cc(CN3CCN(c4cc(C)ccc4C)CC3)c2c1	-5.6%	7.0%	-21.1%	-14.2%	-1.2%
20	CC(Nc1oc(-c2ccc(COc3ccccc3)o2)nc1C#N)c1ccccc1 (configuration not stated)	13.3%	-33.1%	u	-12.3%	1.2%

nr	Vif-A3G inh	RGS4 inh	TrxR1 inh	Vif-A3F inh
11	-4.4%	-6.0%	-16.8%[57.1 µM]	-0.4%
12	-1.1%	-19.0%[11.4 µM]	27.0%	-12.4%
13	-1.5%	-11.1%	8.7%	-5.4%
14	-0.3%	-52.8%	-18.3%	2.7%
15	-1.0%	-16.0%	1.8%	0.6%
16	4.0%	9.2%	12.0%[57.1 µM]	-2.2%
17	-12.2%	-1.4%	-0.3%	-9.9%
18	7.8%	-28.7%	-8.8%	-0.7%
19	7.7%	20.9%	-3.7%	4.7%
20	-15.2%	8.0%	14.8%	10µM*

Three entries out of the list above, arranged by the number in Vif-A3F inh, falling:
entry	SMILES	Vif-A3F inh
18	CCN(c1ccc(OCC(=O)OCC(=O)c2c(N)n(C)c(=O)n(C)c2=O)cc1)S(=O)(=O)c1ccccc1	-0.7%
13	COc1ccc(CCNC(=O)Cn2ncc3c(=O)oc4ccccc4c32)c(OC)c1	-5.4%
12	O=c1[nH]c(N2CCCCC2)nc2ncn(Cc3ccccc3)c12	-12.4%

Additional records.
nr	canonical_smiles	TrxR1 substrate	USP1-UAF1 inh	ALOX12 inh	mIDH1 inhibitor	RXFP1 agonist
21	CC12CCC=CC1C(c1ccc(F)c(Br)c1)N(Cc1ccccc1)C2=O (configuration not stated)	0.9%	x	x	x	x
22	O=S(=O)(c1ccc(-c2csc(Nc3ccc(F)cc3)n2)cc1)N1CCCC1	13.1%	-12.9%	u	0.2%	-0.2%
23	COc1ccc(OC)c(CN2CCN(C(=O)c3ccco3)CC2)c1	4.0%[57.1 µM]	-2.1%	u	4.5%	-0.1%
24	Cc1noc(/C=C/c2ccco2)c1S(=O)(=O)N1CCC(C(=O)N2c3ccccc3CC2C)CC1 (configuration not stated)	-20.1%	-12.6%	-29.4%	0.0%	-0.1%
25	Cc1cccc2cc(CN(Cc3cccs3)C(=S)NCC3CCCO3)c(=O)[nH]c12 (configuration not stated)	8.1%[57.1 µM]	-16.6%	-11.6%	0.5%	-0.8%
26	COc1ccc(-c2nn(-c3ccccc3)cc2CN2CCCO2)c(F)c1	-10.7%	-9.7%	0.0%	-7.9%	1.0%
27	NC(=O)[C@@H]1CCOc2c(F)cc([N+](=O)[O-])cc2C(=O)N[C@@H](CO)C(=O)NCC(=O)N1	1.4%	-24.8%	-25.7%	3.7%	-0.2%
28	C[C@H](CO)N1C[C@H](C)[C@@H](CN(C)C(=O)Nc2ccc3c(c2)OCO3)Oc2ccc(NC(=O)CCC(F)(F)F)cc2C1=O	6.9%	-26.2%	u	6.5%	x
29	COC(=O)C1=C(C)NC2=C(C(=O)C(C(=O)OC)C(c3ccc(OC)cc3)C2)C1c1ccccn1 (configuration not stated)	49.9%[activator]	-7.1%	u	-2.1%	2.8%
30	COc1ccc(CSCC(=O)N/N=C/c2ccccc2O)cc1	-1.1%	-4.5%	0.3%	3.6%	4.1%

nr	Vif-A3G inh	RGS4 inh	TrxR1 inh	Vif-A3F inh
21	-0.5%	-22.2%	u	x
22	-8.4%	-14.0%	10.5%	-2.2%
23	3.3%	4.9%	14.8%	-3.1%
24	-0.7%	-33.1%	u	2.6%
25	-4.3%	-29.0%	10.2%	-13.0%
26	0.8%	10.9%	7.7%	3.1%
27	1.5%	5.0%	7.6%	3.5%
28	0.9%	-5.1%	18.1%	2.9%
29	-1.3%	-3.9%	-2.2%	0.2%
30	-5.6%	21.5%	-1.4%	0.4%

The listing continues:
nr	canonical_smiles	TrxR1 substrate	USP1-UAF1 inh	ALOX12 inh	mIDH1 inhibitor	RXFP1 agonist
31	CC(=O)c1cccc(NS(=O)(=O)c2c(C)nc3sc(C)cn3c2=O)c1	-6.1%	-15.8%	u	0.0%	4.6%
32	CCOC(=O)CCNC(=O)c1ccc2nc(C3CCCCC3)oc2c1	3.1%	-0.7%	u	9.7%	0.9%
33	CN1CCC(OC(=O)COc2ccccc2)CC1	-13.7%	-0.5%	1.7%	0.4%	-0.9%
34	CCc1ccccc1NC(=O)CSc1nnc([C@@H](NC(=O)OC(C)(C)C)C(C)C)o1	2.3%	-4.6%	7.3%	0.0%	-0.1%

nr	Vif-A3G inh	RGS4 inh	TrxR1 inh	Vif-A3F inh
31	4.1%	-4.8%	-5.4%	4.4%
32	-0.8%	-8.4%	15.8%	1.2%
33	-2.4%	-2.6%	-15.9%	-13.3%
34	-0.7%	-21.1%	9.7%	6.3%

Source: PubChem BioAssay

Only part of the results is shown, so the mix of outcomes need not match the whole.
